Screening results (PubChem)
BRCA1 expr act – activators of BRCA1 expression | MCF7-BRCA1-FFLuc reporter, luminescence, 48 h; response scale: scaled: vehicle 0%, 10 µM genistein 100% | Potency, µM (highest dose often 46.1 µM), without a hit: at the highest dose activation, usual class: activators | 380,000 tested, 1.1% active | AID 624202; further: potency means the concentration at half of the fitted maximal effect; nearly all actives have a fitted effect of over 80% in size; some results filed as inactive show a strong effect at the top dose
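First, MCF7-BRCA1-FFLuc cells (2000/well) attach for 2 h; next, compounds are pin-added and incubated 48 h at 37 °C; finally, luciferase reagent is added and luminescence read after 15 min.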
ELG1 genotoxic – genotoxicity induction in ELG1-luciferase HEK293T cells; 330,000 tested, 1.3% active; Potency, µM (highest dose often 46 µM), for the others: at the top dose activity change, positive = activation, hits mostly activators; HEK293T ELG1-luciferase reporter, luminescence, 16 h; further: potency means the concentration at half of the fitted maximal effect; % of control where 0% means no effect; nearly all actives have a fitted effect of over 60% in size
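Luminescence read-out: rising ELG1-luciferase signal, reflecting elevated ELG1 protein under genetic stress, flags genotoxic compounds. Cells were treated for 16 hr at 37 °C before ONE-Glo detection.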
p53 reactivator – mutant p53 re-activation in reporter cells; Potency, µM (highest dose often 92.2 µM), for inactives: top-dose activity change, positive = activation, actives largely listed as activators; H1299 p53-A138V BP100-luciferase reporter, luminescence, 24 h; 320,000 tested, 0.063% active; further: potency means the concentration at half of the fitted maximal effect; % of control where 0% means no effect; nearly all actives have a fitted effect of over 45% in size
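H1299 (p53-null), stable ts p53-A138V + BP100-Luc; 1000 cells/well, Opti-MEM/10% FBS; cpd 4 pt, 1:5; 24 h, 37 deg C, 5% CO2; detection reagent 10 min RT; luminescence.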
Giardia killer – Giardia lamblia killing; Giardia lamblia trophozoite viability; 340,000 tested, 0.15% active; activity change, % at 7.66 µM, hits read low; in the data active means activity change below about -80%; inconclusive means between about -30% and that limit;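 further: parasites exposed to compound for two days anaerobically before the ATP read; on the % scale 0 is the no-effect control and ±100 the full control effect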
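ATP-content bioluminescence gauges trophozoite survival. Cells (100/well) receive compound and incubate anaerobically for 48 hrs at 37 deg C; detection reagent follows for 15-30 min at room temperature.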
The depositor's hits bear a star; ? = inconclusive; [ ] = remark or other dose. Unless noted, the call rests on the fitted dose curve; in most records, active means well fitted activation curve with a large enough effect; inconclusive means small, poorly fitted or top-dose-only effect; inactive means no such curve, though single readings can be large or run the other way. The list is partial. The share of hits here may be higher or lower than overall.

#1 COc1cccc(OC)c1OC(=O)C1CC(=O)N(c2ccc3c(c2)OCCO3)C1 (centres undefined)
#2 COc1ccc(CCOC2OC(CO)C(OC(=O)/C=C/c3ccc(O)c(OC)c3)C(O[C@H]3O[C@@H](C)[C@H](O)[C@@H](O)[C@H]3O)C2O)cc1O (some centres undefined)
#3 CCOc1ccc(S(=O)(=O)N2CCN(C(=O)c3ccc(C)c(S(=O)(=O)N4CCOCC4)c3)CC2)cc1
#4 COc1ccccc1NC(=O)COc1cccnc1[N+](=O)[O-]
#5 Cc1cc(C)c(C)c(S(=O)(=O)N2CCN(C(=O)c3cc(S(=O)(=O)N4CCOCC4)ccc3F)CC2)c1C
#6 COc1ccc(NS(=O)(=O)c2cccc(C(=O)NN=Cc3cc(Br)c(O)c(Br)c3)c2)cc1
Assay by compound	1	2	3	4	5	6
BRCA1 expr act	-7%	2%	-22%	19%	-36%	-10%
ELG1 genotoxic	6%	1%	-10%	2%	-5%	2%
Giardia killer	-6	-14	2	?	18	4
p53 reactivator	2%	-1%	-6%	7%	6%	2%

#7 CC1CCCCC1NC(=O)COc1ccc(C#N)cc1 (centres undefined)
#8 O=C(CNC(=O)c1ccc2ccccc2c1)NC1CCCCC1
#9 Cc1cccc(N2CCN(C(=O)CCc3nc4ccccc4c(=O)[nH]3)CC2)c1C
#10 O=C(COc1ccc(Br)cc1F)Nc1nnc(C2CC2)s1
#11 Cc1ccc(S(=O)(=O)N2[C@@H](c3ccc(C(C)(C)C)cc3)C(C(=O)O)=CC[C@H]2c2ccc(Cl)c(Cl)c2)cc1
#12 CC(=O)c1ccc(N2C(=O)CC(N3CCN(S(=O)(=O)c4ccc(C)c(C)c4)CC3)C2=O)cc1 (centres undefined)
Assay by compound	7	8	9	10	11	12
BRCA1 expr act	-10%	18%	-8%	5%	9%	4%
ELG1 genotoxic	1%	2%	-3%	1%	-6%	3%
Giardia killer	-7	-5	-21	-19	-4	12
p53 reactivator	-8%	5%	5%	1%	12%	6%

Among those listed so far, two have two or more sulfur atoms.
#3 CCOc1ccc(S(=O)(=O)N2CCN(C(=O)c3ccc(C)c(S(=O)(=O)N4CCOCC4)c3)CC2)cc1
#5 Cc1cc(C)c(C)c(S(=O)(=O)N2CCN(C(=O)c3cc(S(=O)(=O)N4CCOCC4)ccc3F)CC2)c1C
Assay by compound	3	5
BRCA1 expr act	-22%	-36%
ELG1 genotoxic	-10%	-5%
Giardia killer	2	18
p53 reactivator	-6%	6%

Next section
#13 CCN(CC(=O)Nc1ccc(NC(C)=O)cc1)S(=O)(=O)/C=C/c1ccccc1
#14 Cc1nnc(NC(=O)CCC(=O)N2CCN(S(=O)(=O)c3cc([N+](=O)[O-])ccc3C)CC2)s1
#15 COc1ccc(NC(=O)Nc2ccc3c(c2)C(=O)N([C@H](C)CO)C[C@H](C)[C@@H](CN(C)S(=O)(=O)c2ccc(F)cc2)O3)cc1
#16 O=C(NCCC(=O)N1CCN(c2ccccn2)CC1)c1ccc([N+](=O)[O-])cc1
#17 Cc1ccc(C(=O)N2CCCCC2C(=O)O)cc1S(=O)(=O)N1CCCCC1 (centres undefined)
#18 CCN(C(=O)CN1C(=O)CN(C)C1=O)c1cccc2ccccc12
Assay by compound	13	14	15	16	17	18
BRCA1 expr act	3%	2%	0%	-6%	-1%	-13%
ELG1 genotoxic	0%	8%	-1%	-1%	6%	-1%
Giardia killer	-8	12	6	13	-24	-7
p53 reactivator	-1%	-1%	-3%	2%	4%	-1%

#19 O=C(CCC(=O)Nc1ccccc1Cl)NNC(=O)C1CCCCC1
#20 COC(=O)c1ccc(OCC(=O)NCCC2=CCCCC2)c(OC)c1
#21 COc1ccc2sc(-c3ccc(S(C)(=O)=O)cc3)c(-c3ccc4c(c3)OCCO4)c2c1
#22 CC[C@]12c3[nH]c4cc(CCC(=O)N(C)C)ccc4c3CCN1C(=O)[C@@H](CC(=O)NCCN1CCOCC1)C[C@@H]2C(=O)N1CCN(C(=O)c2ccco2)CC1
#23 O=C(NCC(c1ccco1)N1CCCC1)c1cc(=O)[nH]c2ccccc12 (centres undefined)
#24 O=C(COC(=O)/C=C/c1ccc(F)cc1)NC1CC1
Assay by compound	19	20	21	22	23	24
BRCA1 expr act	-11%	-9%	-28%	2%	-14%	-1%
ELG1 genotoxic	-1%	-4%	-1%	-4%	1%	1%
Giardia killer	10	-5	-2	10	-16	-7
p53 reactivator	0%	-9%	-1%	2%	4%	16%

#25 C[C@H](CO)N1C[C@H](C)[C@@H](CN(C)C(=O)Nc2ccc(C(F)(F)F)cc2)Oc2c(cccc2N(C)C)C1=O
#26 O=C(OCCN1C(=O)c2ccccc2C1=O)[C@@H]1CC(O)CN1S(=O)(=O)c1ccccc1[N+](=O)[O-] (some centres undefined)
#27 Cc1nc2ccc(NS(=O)(=O)c3cccc([N+](=O)[O-])c3)cc2s1
#28 CC(OC(=O)c1ccco1)C(=O)Nc1nc(-c2ccccc2)cs1 (centres undefined)
#29 CC(C)(C)OC(=O)N1O[C@H]2CC1[C@@H]1[C@@H]2N=NN1CCc1ccncc1
#30 COCc1cc(=O)c2ccccc2o1
Assay by compound	25	26	27	28	29	30
BRCA1 expr act	-39%	-9%	-32%	?	-4%	-2%
ELG1 genotoxic	1%	-1%	-1%	13%	6%	4%
Giardia killer	-29	7	0	-20	1	-13
p53 reactivator	-5%	0%	-9%	?	6%	1%

#31 O=C(CNS(=O)(=O)c1c(F)cccc1F)NC1CCCc2ccccc21 (centres undefined)
#32 COc1ccc(S(=O)(=O)N2CCOCC2)cc1C(=O)N(C)Cc1ccco1
#33 COc1cc(S(=O)(=O)N2CCn3cccc3C2C)ccc1NC(C)=O (centres undefined)
#34 CCC1CCCCN1C(=O)CSc1n[nH]c(N)n1 (centres undefined)
#35 CC(=O)C[C@H](O)CC(=O)[C@H]1OC(=O)[C@H](C)CCCCc2ccccc21
#36 O=C(Nc1ccc(Cl)cc1)C1(S(=O)(=O)c2ccccc2)CC1
Assay by compound	31	32	33	34	35	36
BRCA1 expr act	-5%	-15%	-23%	-5%	49%	-3%
ELG1 genotoxic	0%	1%	1%	4%	2%	0%
Giardia killer	3	?	-10	-3	-1	9
p53 reactivator	-7%	-3%	-8%	5%	0%	5%

#37 C[C@H](CO)N1C[C@H](C)[C@@H](CN(C)S(C)(=O)=O)Oc2ccc(NC(=O)Nc3ccc4c(c3)OCO4)cc2C1=O
#38 COc1ccccc1C(=O)OCc1cc(=O)n2ccsc2n1
#39 CCOC(=O)CC(=O)Nc1ncnc2c1C(c1ccccc1)c1c(ccc3ccccc13)O2 (centres undefined)
#40 C=CCOc1ccc(/C=C/C(=O)OCC(=O)N2CCN(C(C)=O)CC2)cc1
#41 CCCn1nc(C(=O)NNC(=O)c2ccc(OC(F)F)cc2)c2ccccc2c1=O
#42 Cc1onc(-c2ccccc2Cl)c1C(=O)OCC(=O)N1CCC(C)CC1
Assay by compound	37	38	39	40	41	42
BRCA1 expr act	1%	43%	-19%	0%	-7%	2%
ELG1 genotoxic	0%	?	-2%	2%	0%	0%
Giardia killer	19	5	1	19	5	-7
p53 reactivator	20%	?	-10%	15%	-5%	18%

#43 CN(c1ccccc1)S(=O)(=O)c1cccc(NC(=O)C2=NN(c3ccccc3)C(=O)CC2)c1
#44 CC1CCC(CN2C(Nc3ccccc3)=NC[C@@H]2Cc2ccccc2)CC1 (some centres undefined)
#45 COc1ccc(NC(=O)c2nc3nccc(C)n3n2)cc1S(=O)(=O)N1CCOCC1
#46 C[C@@]12C(=O)N(c3cccc(F)c3)C(=O)N1[C@@H]1c3ccccc3OC[C@@H]1[C@H]2c1ccccc1
#47 CCNC(=O)NC(=O)CSc1ccc(S(=O)(=O)N2CCOCC2)cn1
#48 O=S(=O)(Nc1ccc2cn[nH]c2c1)c1cc(Br)ccc1Br
Assay by compound	43	44	45	46	47	48
BRCA1 expr act	-35%	-38%	-13%	-23%	0%	-29%
ELG1 genotoxic	1%	-7%	4%	-8%	5%	2%
Giardia killer	-13	21	3	8	0	-15
p53 reactivator	1%	-4%	6%	-5%	-1%	-1%

Rewritten with tabs: entries from further up
no.	Structure	BRCA1 expr act	ELG1 genotoxic	Giardia killer	p53 reactivator
43	CN(c1ccccc1)S(=O)(=O)c1cccc(NC(=O)C2=NN(c3ccccc3)C(=O)CC2)c1	-35%	1%	-13	1%
44	CC1CCC(CN2C(Nc3ccccc3)=NC[C@@H]2Cc2ccccc2)CC1 (some centres undefined)	-38%	-7%	21	-4%

(more compounds)
#49 CC(=O)N1CCN(C(=O)c2cccc(S(=O)(=O)N3c4ccccc4CC3C)c2)CC1 (centres undefined)
#50 C[C@H](CO)N1C[C@H](C)[C@@H](CN(C)S(C)(=O)=O)Oc2ccc(NC(=O)C3CC3)cc2C1=O
#51 CC1(C)CCC[C@]2(C)[C@H]3Cc4cc(O)ccc4O[C@]3(C)CC[C@@H]12
#52 COc1ccccc1NS(=O)(=O)c1cccc(C(=O)NNC(=O)c2ccc(Cl)nc2)c1
#53 O=C(c1ccc(Cl)s1)N1CCN(S(=O)(=O)c2ccc(Cl)cc2)CC1
#54 NS(=O)(=O)c1ccc(CNC(=S)NC(=O)c2ccco2)cc1
Assay by compound	49	50	51	52	53	54
BRCA1 expr act	5%	3%	-72%	-14%	-32%	-20%
ELG1 genotoxic	-1%	-2%	0%	-7%	-1%	3%
Giardia killer	-10	46[activator]	-4	-18	3	8
p53 reactivator	-4%	3%	11%	-3%	4%	-4%

#55 CC(C)(C)[C@@H]1COC(=O)[C@H](Cc2ccc(F)cc2)CC/C=C\C[C@@H](CC(=O)N(CCO)Cc2ccccc2)C(=O)N1
#56 Cc1cccc(C(=O)OCC(=O)N2CCc3ccccc3C2)c1O
#57 COc1ccc(NS(=O)(=O)c2cccc(C(=O)NN=C(C)c3ccco3)c2)cc1
#58 CS(=O)(=O)c1ccc(-c2sc3ccccc3c2C(=O)N2CCN(c3ccc(F)cc3)CC2)cc1
#59 C[C@H](CO)N1C[C@H](C)[C@@H](CN(C)CC2CCCCC2)Oc2c(NC(=O)Cc3ccccc3)cccc2C1=O
#60 O=C(CSc1nnc(C2CC2)n1Cc1ccccc1)N1CCNC1=O
Assay by compound	55	56	57	58	59	60
BRCA1 expr act	-24%	8%	-34%	?	-65%	-17%
ELG1 genotoxic	-5%	-4%	-1%	?	-4%	2%
Giardia killer	-9	33[activator]	-25	-26	5	18
p53 reactivator	9%	?	11%	21%	-13%	-3%

#61 O=C(COC(=O)CC1CCS(=O)(=O)C1)Nc1ccc(F)cc1 (centres undefined)
#62 CC1CCCCN1C(=O)c1ccc(C(=O)c2ccccc2)cc1 (centres undefined)
#63 O=C(C[C@H]1C/C=C\C[C@@H](Cc2ccc(F)cc2)C(=O)OC[C@H]2CCCN2C1=O)N[C@@H](CO)Cc1ccccc1
#64 Cc1ccc(C)c(OCCC(=O)Nc2cc(S(=O)(=O)N3CCCCC3)ccc2C)c1
#65 COC1=CC(=O)[C@@]2([C@@H]1O)[C@@H](Cl)C[C@]13C(OC)=C(OC)C(=O)C[C@]21CCN3C
#66 O=c1oc2ccc(C#CC3(O)CCCCC3)cc2cc1-n1cc(-c2ccccn2)nn1
Assay by compound	61	62	63	64	65	66
BRCA1 expr act	22%	14%	5%	-45%	-2%	0%
ELG1 genotoxic	3%	-1%	1%	-3%	2%	2%
Giardia killer	23	12	29	-1	13	16
p53 reactivator	2%	23%	-4%	-5%	1%	0%

#67 Cc1cnc(C(=O)OCC(=O)NCc2ccc(Cl)cc2)cn1
#68 Cc1cc(CNC(=O)COC(=O)C2CC3CCCC(C2)C3=O)cc(C)c1O (centres undefined)
#69 O=C(Nc1ccc(Cl)c(S(=O)(=O)N2CCOCC2)c1)c1cc2ccccc2oc1=O
#70 COc1ccc(C2=CN3CCCCC3CC2=O)cc1OC (centres undefined)
#71 CC(=O)c1c(C)[nH]c(C(=O)CN2CCN(S(=O)(=O)c3ccccc3F)CC2)c1C
#72 Cc1ccc(NC(=O)C(C)OC(=O)CSc2ccccc2)cc1 (centres undefined)
#73 N#Cc1ccccc1OCC(=O)NNC(=O)CCC1CCCC1
#74 COc1cc(NC(=O)c2ccc(S(=O)(=O)N(C)c3ccccc3)cc2)cc(OC)c1
#75 O=C1CS(=O)(=O)N(Cc2ccccc2F)c2ccc(Br)cc21
Assay by compound	67	68	69	70	71	72	73	74	75
BRCA1 expr act	4%	10%	23%	54%	-36%	-12%	-27%	-25%	0%
ELG1 genotoxic	2%	-2%	?	?	-3%	-2%	0%	-7%	-1%
Giardia killer	-20	14	5	-1	7	6	7	-5	-4
p53 reactivator	-3%	0%	21%	?	-3%	20%	-1%	5%	5%
